TGFb SMAD3 inh: qHTS for Inhibitors of TGF-b. HepG2 CAGA-GFP TGF-b/SMAD3 reporter, GFP fluorescence, 18 h; TGF-beta stimulated, 500 pg/mL final. Potency, µM (titrated, usually from 46.1 µM), for the others: top-dose activity, negative = inhibition, hits mostly inhibitors. 1.2% of 410,000 active. AID 588855, 2011; note: potency is the fitted concentration of half-maximal effect; % is set by controls: 0 for no effect and ±100 for the full control effect; nearly all actives have a fitted effect of over 65% in size
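Inhibition was scored as loss of TGF-beta-induced (500 pg/mL final, 18 hours, 37 degrees C) GFP in HEPG2 cells carrying a CAGA-GFP reporter, in DMEM with 1% FBS. Well GFP was summed per cell; Activity was normalised to unstimulated and stimulated DMSO wells, then concentration-response fitting.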
Mm-Cpn inhibitor: Inhibitors of TCP-1 ring complex (TRiC) of Methanococcus maripaludis (MmCpn): qHTS | Chaperonin Mm-Cpn (Methanococcus maripaludis) | purified Mm-Cpn ATPase, ADP Transcreener TR-FRET | Potency, µM (doses to about 76.9 µM), for inactives: at the top dose activity, negative = inhibition, most hits filed as inhibitors | 0.031% of 330,000 active | AID 504842, 2011; note: potency is the fitted concentration of half-maximal effect; % is set by controls: 0 for no effect and ±100 for the full control effect; nearly all actives have a fitted effect of over 80% in size
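Purified archaeal chaperonin (25 nM final) was preincubated with compound for 10 min at 37°C, then ATP (10 uM final) was added for 30 min at 37°C in Tris pH 7.4/KCl/MgCl2/DTT buffer. ADP was quantified by HTRF Transcreener TR-FRET.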
Nrf2 block: Nrf2 qHTS screen for inhibitors | 2.1% of 360,000 active | A549 ARE-Fluc reporter, luciferase luminescence, 18-24 h | Potency, µM (series often up to 46 µM), without a hit: at the highest dose activity change, negative = inhibition, hits mostly inhibitors; note: potency is the fitted concentration of half-maximal effect; % is set by controls: 0 for no effect and ±100 for the full control effect; nearly all actives have a fitted effect of over 60% in size
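Concentration-response testing used A549 ARE_Fluc cells at 5000 cells/well. Following an 18-24 h compound incubation, viability was read by fluorescence (Ex 405/Em 525) and luciferase output by luminescence.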
A549 viability: Nrf2 qHTS screen for inhibitors: counterscreen for cytotoxicity; A549 ARE-Fluc cells, CellTiter-Fluor viability, 18-24 h; Potency, µM (titrated, usually from 46 µM), without a hit: at the highest dose activity change, negative = cytotoxicity, hits mostly inhibitors; 0.16% of 390,000 active; AID 504648, 2011; note: potency is the fitted concentration of half-maximal effect; % is set by controls: 0 for no effect and ±100 for the full control effect
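A549 ARE-Fluc cells in 5% FBS OPTI-MEM, 5000 cells/well, rested 2 h then exposed to compounds in concentration-response for 18-24 h at 37 °C. Viability by CellTiter-Fluor fluorescence (Ex 405/Em 525) after 30 min; luciferase luminescence (BugLite, 15 min, RT) read afterwards.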
Abeta yeast res: qHTS for compounds that reverse cellular toxicity of Amyloid beta (A-beta) peptide in yeast: Primary Screen; 0.063% of 410,000 active; AID 1347071, 2019; yeast expressing A-beta42, growth rescue, OD600, 48 h; response scale: 0% DMSO, 100% iron-clioquinol control; Potency, µM (highest dose often 46.1 µM), for inactives: top-dose growth rescue, most hits filed as activators; note: potency is the fitted concentration of half-maximal effect; nearly all actives have a fitted effect of over 55% in size
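Growth rescue measured by 600 nm absorbance after 48 h yeast culture at 30 C with compound. Values normalized between DMSO and an equimolar ferric chloride plus clioquinol control.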
Akt phos inh: HTS Assay for Inhibitors of Akt Phophorylation: Primary Screen; activity change, % for hits at 50 µM; 0.32% of 360,000 active; Neuro2A IGF-stimulated pAkt S473 HTRF, 20 min; hits give low values; in the data active = activity change below about -80%; inconclusive = mostly about -51% to -80%; note: % is set by controls: 0 for no effect and ±100 for the full control effect
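Neuro2A cells (4,500/well, DMEM with 0.5% FBS) were treated with compound at a single 50 µM final concentration, stimulated with 6 nM IGF for 20 min at 37 °C, and lysed. Phospho-Akt Ser473 was read by HTRF as 665/615 ratio ×10^4.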
HepG2 tox: qHTS for Inhibitors of TGF-b: Cytotox Counterscreen | 0.76% of 410,000 active | AID 588856, 2011 | Potency, µM (top dose mostly 46.1 µM), for the others: at the highest dose activity change, negative = cytotoxicity, most hits filed as cytotoxic | HepG2 CAGA-GFP viability, ATP luminescence, 18 h; note: potency is the fitted concentration of half-maximal effect; some results filed as inactive show a strong effect at the top dose
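CellTiter-Glo luminescence gave cytotoxicity after 18 hours at 37 degrees C. The cells were HepG2 CAGA-GFP in 1% FBS DMEM, stimulated with 500 pg/mL TGF-beta after compound addition. %Activity was normalised to no-cell wells (complete cell-killing) and DMSO (no toxicity), and curves were fitted and classified.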
CCT chaperon mod: High-Throughput Screening for Modulators of Cytosolic Chaperonin Activity. purified chaperonin ATPase assay, HTRF ADP detection, 30 min. activity change, % (no concentration beside the values), hits read low. 0.3% of 360,000 active; in the data active = activity change below about -30%; note: % is set by controls: 0 for no effect and ±100 for the full control effect
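ATPase activity: ADP formed was measured by HTRF Transcreener (665/615 nm ratio) after 30 min at 37 deg C with 10 uM ATP. Compounds screened at one 76 uM concentration against 40 or 20 nM TRiC in Tris pH 7.4/KCl/MgCl2/DTT buffer.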
Nrf2 activator: qHTS of Nrf2 Activators; AREc32 ARE-luciferase reporter (MCF7-derived line), luminescence, 24 h; AID 624171, 2012; Potency, µM (doses to about 46.1 µM), for the others: at the highest dose activation, usual class: activators; 0.31% of 410,000 active; note: potency is the fitted concentration of half-maximal effect; % of control where 0% means no effect; nearly all actives have a fitted effect of over 65% in size
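Steps: seed AREc32_Fluc cells (1000/well, 5% FBS OPTI-MEM); incubate overnight at 37 deg C; add 23 nL compound; incubate 24 hr; add Steady-Glo; hold 30 min RT; read luminescence.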
* hit, by the source's call; i = inactive; ? = inconclusive; . = no result given; [ ] = remark or other dose. Unless noted, calls come from the whole dose curve; as a rule, active = well fitted curve in the direction sought with a large enough effect; inconclusive = small, poorly fitted or top-dose-only effect, or another doubt; inactive = no such curve, though single readings can be large; an effect the other way counts as inactive or inconclusive.

# | molecule | TGFb SMAD3 inh | Mm-Cpn inhibitor | Nrf2 block | A549 viability | Abeta yeast res | Akt phos inh | HepG2 tox | CCT chaperon mod | Nrf2 activator
1 | C=C(C)CN1CCN(S(=O)(=O)c2ccc(C)c(N(C)S(=O)(=O)c3ccc(C)cc3)c2C)CC1 | ? | -2.0% | -24.7% | 6.5% | 0.0% | i | 0.3% | -1.0 | -0.5%
2 | Cc1ccc(N2C(=O)C3C(c4ccccc4)(C2=O)C3(c2ccccc2)c2ccccc2)cc1 (centres undefined) | -25.8% | 0.8% | 7.0% | -0.2% | 22.6% | i | -13.4% | -2.1 | -0.8%
3 | CC1=C(C(=O)N(C)C)CC(CC(=O)NCCCN(C)C)C(=O)N1Cc1ccc(C(C)(C)C)cc1 (centres undefined) | 10.1% | . | . | . | 4.0% | i | -3.0% | 1.0 | -1.1%
4 | Cn1nc(C(C)(C)C)cc1C(=O)N1CCC(C)(C(=O)NS(=O)(=O)C2CC2)C1 (centres undefined) | -4.5% | . | . | . | -1.3% | i | 6.9% | 0.4 | -0.5%
5 | CC1Cc2ccccc2N1C(=O)COC(=O)c1c2c(nc3ccccc13)CCCCC2 (centres undefined) | -7.0% | -12.2% | ? | -18.0% | -42.2%[inhibitor] | i | -1.2% | -1.6 | 2.9%
6 | COc1ccc(Cl)cc1NC(=O)NCc1cccnc1 | 1.7% | -5.3% | -14.1% | 10.3% | 2.8% | i | 1.2% | 1.8 | -0.8%
7 | O=C(OCC#CCSc1nnc(-c2ccccc2)o1)c1ccco1 | 7.9% | -0.2% | 4.6% | -9.7% | -23.0% | i | -2.2% | -3.0 | 0.6%
8 | CCC1C(=O)C[C@H]2CCN3C(=O)CCCC1C23 (some centres undefined) | 11.8% | 3.7% | 2.5% | -4.9% | 9.4% | i | 8.8% | 0.5 | -0.9%
9 | CC1CCN(S(=O)(=O)c2cn(CC(=O)Nc3ccc(OC(F)(F)F)cc3)cn2)CC1 | -18.7% | -0.6% | 6.0% | 0.4% | 2.2% | i | -3.5% | 1.8 | 0.0%
10 | Cn1c(N)c(C(=O)COC(=O)C2CC(O)CN2S(=O)(=O)c2ccc(Cl)cc2)c(=O)n(C)c1=O (centres undefined) | -10.0% | -0.4% | -2.1% | 10.5% | 1.3% | i | -0.5% | -2.1 | -0.1%
11 | O=C(NCc1nc2ccccc2[nH]1)c1ccco1 | 7.9% | -2.0% | 3.4% | -13.3% | 18.7% | i | 3.3% | -6.6 | -0.3%
12 | CCOC(=O)C1CCCN(S(=O)(=O)c2ccc3c4c(cccc24)C(=O)N3CC)C1 (centres undefined) | 13.0% | -4.2% | ? | 7.0% | -6.0% | i | 1.7% | 1.2 | 3.5%
13 | Cc1ccc(N2CC(C(=O)Nc3ccc(S(=O)(=O)N4CCCC4)cc3)CC2=O)cc1C (centres undefined) | 0.5% | -0.1% | -26.7% | -5.3% | 6.5% | i | -4.1% | -2.7 | -0.7%
14 | O=[n+]1c2c(n([O-])c3c1CCCC3)CCCCC2 | 3.0% | -0.5% | . | -1.8% | 14.0% | i | -0.4% | -2.0 | 0.1%
15 | CN(C(=O)/C=C/c1ccc([N+](=O)[O-])s1)c1ccccc1 | 10µM* | -1.3% | ? | ? | -19.2% | i | 11.2µM* | -0.6 | ?
16 | Cc1nn(-c2ccccc2)c(C)c1/C=N\NS(=O)(=O)c1ccc(Cl)cc1 | -16.0% | -1.1% | -6.2% | -7.0% | -3.6% | i | 0.3% | -0.8 | 0.1%
17 | CCN(CC(=O)Nc1ccc(NC(C)=O)cc1)C(=O)/C=C/c1ccco1 | ? | -0.9% | -12.3% | 0.0% | 6.8% | i | -0.6% | -0.8 | -0.3%
18 | CN(C)CCCN(C(=O)c1cccs1)c1nc(-c2ccccc2)cs1 | 19.3% | -1.6% | 17.6% | ? | 11.4% | i | -31.5% | -0.8 | 4.7%
19 | O=C(N[C@@H]1CCC(=O)N(CC[C@H](Oc2ccccc2)c2ccccc2)CC1)OCc1ccccc1 | ? | -7.0% | ? | -13.7% | -11.8% | i | -18.2% | 1.1 | 4.5%
20 | COc1cccc2cc(C(=O)Nc3ccccc3C(=O)N3CCOCC3)oc12 | 4.1% | -1.9% | -17.1% | 5.3% | -2.9% | i | -4.4% | -1.1 | -0.8%
21 | CCn1nc(C)c2c(-c3ccccc3)cc(=O)n(C(C)C(=O)NCc3ccccc3OC)c21 (centres undefined) | 20µM* | . | ? | -3.9% | -6.8% | . | -32.1% | . | 7.2%
22 | Cc1cccc(CCNS(=O)(=O)c2ccc3c(c2)oc(=O)n3C)c1 | -1.9% | -0.7% | 2.9% | -3.7% | 2.5% | . | 9.8% | -1.2 | -0.5%
23 | COc1ccc(S(=O)(=O)N2CCCCCC2)cc1NC(=O)Cc1cccc(C(F)(F)F)c1 | -21.8% | . | . | . | -2.2% | i | -9.1% | 1.4 | 0.0%
24 | Cc1cc2c(ccc3c2no[n+]3[O-])nn1 | 8.9% | 1.1% | -19.8% | -20.6% | 4.2% | i | -28.6% | -1.7 | ?
25 | O=C(Nc1ccccc1F)N1CCc2ccccc2C1 | -1.6% | 0.4% | ? | ? | 4.4% | i | -3.8% | 2.2 | 6.3%
26 | CC1CCCC(C)N1C(=O)COC(=O)CSc1ccc([N+](=O)[O-])cc1 (centres undefined) | 0.0% | 0.6% | 22.0% | -7.8% | 10.2% | i | 0.8% | -2.0 | -0.4%
27 | Cn1c(=O)c2c(-c3ccccc3)n3c(c2n(C)c1=O)C(c1cccc([N+](=O)[O-])c1)Nc1ccccc1-3 (centres undefined) | -16.1% | . | -2.4% | -2.7% | -11.6% | . | -22.2% | . | -1.1%
28 | CCOC(=O)C(C(=O)OCC)C1OC(=O)c2cc3c(cc21)C(=O)OC3C(C(=O)OCC)C(=O)OCC (centres undefined) | -34.3% | 0.5% | ? | 0.2% | 1.6% | i | -22.8% | 0.8 | ?
29 | CC(=O)N1CCOc2ccc(S(=O)(=O)N3CCC(C(=O)Nc4ccc(C)cc4)CC3)cc21 | -0.9% | 3.3% | ? | 0.8% | 9.4% | i | 4.7% | -1.3 | -0.8%
30 | COc1ccccc1N1CCN(C(=O)C(=O)c2cn(CC(=O)N3CCOCC3)c3ccccc23)CC1 | -6.2% | -1.2% | -20.9% | 7.7% | -4.4% | i | -9.1% | -2.5 | 0.1%

Among those listed so far, these contain two or more sulfur atoms:
# | molecule | TGFb SMAD3 inh | Mm-Cpn inhibitor | Nrf2 block | A549 viability | Abeta yeast res | Akt phos inh | HepG2 tox | CCT chaperon mod | Nrf2 activator
1 | C=C(C)CN1CCN(S(=O)(=O)c2ccc(C)c(N(C)S(=O)(=O)c3ccc(C)cc3)c2C)CC1 | ? | -2.0% | -24.7% | 6.5% | 0.0% | i | 0.3% | -1.0 | -0.5%
18 | CN(C)CCCN(C(=O)c1cccs1)c1nc(-c2ccccc2)cs1 | 19.3% | -1.6% | 17.6% | ? | 11.4% | i | -31.5% | -0.8 | 4.7%

Next section:
# | molecule | TGFb SMAD3 inh | Mm-Cpn inhibitor | Nrf2 block | A549 viability | Abeta yeast res | Akt phos inh | HepG2 tox | CCT chaperon mod | Nrf2 activator
31 | COc1ccc(S(=O)(=O)N2CCOCC2)cc1NC(=O)CCc1nc2ccccc2c(=O)[nH]1 | -3.6% | 0.3% | 1.5% | 5.8% | -1.6% | i | -27.0% | 1.7 | 0.0%
32 | CN(C)c1ccc(NC(=O)c2cn(-c3ccccc3)nc2-c2cccs2)cc1 | 2.1% | -0.6% | ? | -17.0% | 7.2% | i | -14.0% | -0.6 | -0.1%
33 | CC(C)(C)c1nc(NCCN2CCOCC2)c2nnn(Cc3ccccc3Cl)c2n1 | -5.1% | -0.3% | . | -0.8% | 2.3% | i | -20.6% | 0.7 | -0.6%
34 | CC(NC(=O)CN(C)Cc1ccc(Br)cc1)c1ccccc1 (centres undefined) | -26.7% | 0.8% | ? | -11.2% | 2.3% | i | -0.9% | -1.5 | 0.2%
35 | Cn1nnc2cc(C(=O)NC3CC3)ccc21 | 18.5% | . | 15.9% | 2.0% | 6.5% | i | 3.8% | 2.0 | -0.1%
36 | [N-]=[N+]=NC[C@H](Cc1ccccc1)N1CC[C@@H](OCc2ccccc2)CCC1=O | -5.9% | -7.0% | -18.3% | 1.0% | 3.7% | i | -15.8% | -0.8 | 0.2%
37 | O=C(NCC12CC3CC(CC(C3)C1)C2)c1cc2nc(-c3ccccc3)cc(C(F)(F)F)n2n1 | 9.0% | . | 14.3% | 2.3% | -7.4% | . | 2.4% | . | 5.2%
38 | CN1C(=O)/C(=C2/C=Cc3ccccc3N2CCCS(=O)(=O)O)SC1=S | 1.8% | -2.6% | -7.6% | 20.6µM* | -18.7% | i | -0.2% | 0.6 | 8.1%
39 | O=C(Nc1ccccc1C(=O)OCc1cc(=O)n2nc(C3CC3)sc2n1)c1cccc(F)c1 | 35.0% | . | . | 1.5% | -12.8% | . | 7.1% | . | 0.7%
40 | O=C(CSc1nc2c([nH]c3ccccc32)c(=O)n1-c1ccccc1)NCc1ccc(F)cc1 | -21.0% | . | . | -10.3% | 6.7% | . | -26.2% | . | -1.0%

High-throughput results from PubChem.
